hcDAF-12 act – activators of H. contortus DAF-12 nuclear receptor; HEK293 hcDAF-12 lit1-tk-luc reporter, luminescence; 0% DMSO, 100% Δ7-dafachronic acid; activation, % at 6.8 µM; 370,000 tested, 1.4% active;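 active means activation above the mean of all tested compounds plus 3 SD, cut at about 5.5% in these data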;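 further: 100% = response to 3 µM Δ7-dafachronic acid high control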
hgDAF12 agonist – activates the H. glycines DAF-12 receptor ligand-binding domain. HEK293 GAL4-hgDAF12 UAS-luciferase reporter, agonist luminescence; normalized to butyrate control. activation, % at 6.8 µM. 370,000 tested, 1.8% active. AID 687014;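 active means activation above a cutoff set at the mean of all screened compounds plus 3 SD, cut at about 10% in these data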;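 further: 0% = DMSO wells and 100% = sodium butyrate wells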
DAX1 inh-1 – DAX1 (NR0B1) inhibition, primary screen; HEK293T StAR-luciferase reporter, SF-1/DAX-1 repression relief; inhibition, % at 6.8 µM; 370,000 tested, 1.1% active; AID 652010;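 active means inhibition above the mean over all tested compounds plus 3 SD, cut at about 3.6% in these data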;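 further: 0% = DAX-1 cells with DMSO and 100% = cells lacking DAX-1 with DMSO; higher inhibition means more luminescence from relief of DAX-1 repression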
PLC-beta3 inh – blocks human PLC-beta3 enzyme activity | Q01970 | Purified PLC-beta3, fluorogenic substrate, fluorescence | inhibition, % at 12.2 µM | 370,000 tested, 0.18% active | AID 720704; in the data active means inhibition above about 11%;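 further: 0% = median of compound wells on plate and 100% = full blocker control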
Target sequence (Q01970 whole entry, looked up): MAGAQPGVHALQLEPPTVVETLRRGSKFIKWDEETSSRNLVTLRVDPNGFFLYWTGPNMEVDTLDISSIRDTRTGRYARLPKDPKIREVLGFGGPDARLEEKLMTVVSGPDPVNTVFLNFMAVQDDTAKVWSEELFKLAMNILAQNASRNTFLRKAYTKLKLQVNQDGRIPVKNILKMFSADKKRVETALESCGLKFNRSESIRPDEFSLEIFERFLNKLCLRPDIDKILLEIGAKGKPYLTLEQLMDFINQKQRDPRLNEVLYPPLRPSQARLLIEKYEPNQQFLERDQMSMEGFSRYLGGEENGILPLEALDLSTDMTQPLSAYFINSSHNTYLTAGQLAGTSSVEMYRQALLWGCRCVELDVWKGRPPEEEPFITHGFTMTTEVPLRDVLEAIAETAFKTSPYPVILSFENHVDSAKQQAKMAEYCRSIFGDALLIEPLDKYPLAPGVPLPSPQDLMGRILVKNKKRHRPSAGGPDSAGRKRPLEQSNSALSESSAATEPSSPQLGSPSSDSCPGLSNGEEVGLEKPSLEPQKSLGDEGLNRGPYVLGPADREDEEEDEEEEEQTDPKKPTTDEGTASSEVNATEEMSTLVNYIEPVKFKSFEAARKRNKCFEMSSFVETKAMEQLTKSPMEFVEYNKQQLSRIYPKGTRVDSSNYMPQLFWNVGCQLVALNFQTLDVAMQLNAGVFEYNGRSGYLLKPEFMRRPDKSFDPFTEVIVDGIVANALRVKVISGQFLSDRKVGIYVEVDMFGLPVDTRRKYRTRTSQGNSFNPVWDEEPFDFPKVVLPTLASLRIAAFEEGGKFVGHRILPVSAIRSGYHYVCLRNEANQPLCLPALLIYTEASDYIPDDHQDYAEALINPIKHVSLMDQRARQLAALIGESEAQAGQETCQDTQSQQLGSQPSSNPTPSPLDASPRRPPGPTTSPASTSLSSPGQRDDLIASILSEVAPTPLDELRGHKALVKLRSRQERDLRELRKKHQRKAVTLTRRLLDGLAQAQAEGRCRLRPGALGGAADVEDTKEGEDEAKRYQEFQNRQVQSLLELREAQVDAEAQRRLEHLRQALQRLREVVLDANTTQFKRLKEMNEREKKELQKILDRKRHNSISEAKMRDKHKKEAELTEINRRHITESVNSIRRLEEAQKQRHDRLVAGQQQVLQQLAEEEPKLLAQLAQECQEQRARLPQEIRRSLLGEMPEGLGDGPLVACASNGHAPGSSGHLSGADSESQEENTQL
MBD2 inh – blocks human MBD2 binding to methylated DNA; 370,000 tested, 0.31% active; TR-FRET, MBD2 binding to methylated oligonucleotide; Q9UBB5; inhibition, % at 4.4 µM; in the data active means inhibition above about 13%
ADAM17 inh – inhibits human ADAM17 | P78536 | recombinant ADAM17, EDANS/DABCYL FRET peptide cleavage | inhibition, % at 6.95 µM | 370,000 tested, 0.83% active;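 active means inhibition above the mean of compounds lying between control limits plus 3 SD, set per campaign, cut at about 8.5% in these data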;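 further: 0% = DMSO-only wells as the low control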
DAX1 inh-2 – inhibits human nuclear receptor DAX1; P51843; HEK293 Gal4-DAX1 luciferase reporter, luminescence; inhibition, % at 6.75 µM; 340,000 tested, 0.99% active; AID 504766;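 active means inhibition above the mean over all tested compounds plus 3 SD, cut at about 4.2% in these data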;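 further: 0% = DAX1-transfected cells with DMSO and 100% = empty-vector control cells with DMSO; inhibition shows as a rise in luminescence from relieved DAX1 repression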
ssDAF12 agonist – activators of S. stercoralis DAF-12 nuclear receptor; HEK293 ssDAF-12/GRIP1 lit1-tk-luc reporter, luminescence; % of 3 µM dafachronic acid response; AID 652126; activation, % at 6.8 µM; 370,000 tested, 1% active;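 active means activation above the mean over all tested compounds plus 3 SD, cut at about 0.9% in these data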;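 further: 0% = DMSO-only wells and 100% = 3 µM delta7-dafachronic acid wells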
PLC-gamma1 inh – inhibitors of human phospholipase C gamma1; inhibition, % at 12.2 µM; purified PLC-gamma1, fluorogenic substrate, fluorescence; 370,000 tested, 0.84% active; in the data active means inhibition above about 9.5%
SMARCA2 activ – SMARCA2 function activation, primary screen; activation, % at 9.1 µM; AID 652017; MG213 cells, MMTV-luciferase reporter, dexamethasone, overnight; 370,000 tested, 1% active; in the data active means activation above about 7.8%;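 further: 0% = vehicle wells and 100% = reference activator wells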
Rev-erbA mod – modulates human Rev-erb alpha binding to DNA. P20393. Rev-erbα–FITC-DNA binding, fluorescence polarization, 90 min. activity, % at 10 µM. 370,000 tested, 0.79% active. AID 1259318;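 active means activity above about 14%, limit read from the data; passing the limit was not always enough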;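 further: 0% = DMSO wells with 35 nM protein and 100% = DMSO wells with 750 nM protein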
* hit, by the source's call. These rows are one share of the data. The share of hits here may be higher or lower than overall.

SMILES	hcDAF-12 act	hgDAF12 agonist	DAX1 inh-1	PLC-beta3 inh	MBD2 inh	ADAM17 inh	DAX1 inh-2	ssDAF12 agonist	PLC-gamma1 inh	SMARCA2 activ	Rev-erbA mod
O=C1Nc2ccccc2C1Cc1nc2ccccc2c(=O)n1-c1ccccc1 (stereo not drawn)	1.7	-2.3	-0.6	-11.7	-1.9	-3.0	0.1	-0.9	-4.6	-0.9	-3.2
CC1(C)NC(=O)[C@H]2CCCN21	-0.9	-1.0	0.2	1.0	-3.4	-0.5	-0.8	-0.8	1.9	1.2	-0.7
CC(=O)N1CC(=O)Nc2ccc(Br)cc2C1c1ccc(F)cc1 (stereo not drawn)	-2.8	-3.7	-0.3	0.6	-0.2	-3.2	0.3	-0.9	5.8	-0.3	-2.9
Cc1ccc(-n2c(O)c(C=NCCN3CCNCC3)c(=O)[nH]c2=S)cc1	-1.1	0.9	0.1	-5.9	8.7	-4.6	0.2	-1.1	4.7	-1.2	6.2
O=[N+]([O-])c1ccc(NC2CCN(Cc3ccccc3)CC2)c2ccncc12	0.1	2.9	-0.8	-14.2	-13.5	-4.2	-0.4	-0.9	-6.9	-1.9	6.5
COCc1cc(OC(=O)N(C)C)nc(-c2ccc(C)c(Cl)c2)n1	0.2	-0.7	0.1	-6.0	-1.2	-3.7	-1.3	-0.5	-1.6	-1.8	-2.4
C[C@]12CC[C@H](O)CC1=CC(=O)C1C2CC[C@]2(C)C(=O)CCC12 (stereo partly drawn)	2.0	4.6	0.7	-2.2	2.2	4.6	0.8	-1.1	6.1	-5.9	-0.2
Cc1cc(Oc2ccc(C(F)(F)F)cc2[N+](=O)[O-])c2c3c(c(=O)oc2c1)CCC3	0.6	1.3	-0.4	4.1	2.4	0.7	-0.5	-1.4	2.3	-0.8	5.6
CN(C(=O)CN1CC=C(c2ccccc2)CC1)c1c(N)n(Cc2ccccc2)c(=O)[nH]c1=O	-0.7	2.7	0.8	-0.9	3.0	-3.0	-0.1	-1.8	-2.4	3.7	-2.3
CN1CCN(C(=O)COc2ccc3ccccc3c2)CC1	0.6	2.9	-0.3	-3.1	1.0	-1.9	0.0	0.1	0.3	1.4	6.2
COc1ccc(-c2nc3ccccc3c(=O)o2)cc1	5.9*	6.3	2.4	-6.7	-0.3	-0.7	0.4	-0.2	0.5	9.8*	2.1
O=C(Cn1nc(-c2ccc(Cl)cc2)ccc1=O)N1CCC2(CC1)OCCO2	-1.0	-3.2	0.3	-10.9	0.3	-5.2	4.4*	0.3	-0.8	-0.4	-0.7
CCOP(=S)(OCC)SCCSCC	-3.2	0.2	0.0	3.7	-3.4	0.8	-0.4	-1.6	-1.6	4.8	3.4
Clc1cccc(Cl)c1C1N2CCCN12 (stereo not drawn)	-1.7	0.1	-0.1	1.2	10.0	-4.7	2.5	-0.4	-0.2	-5.5	0.9
COc1ccc(-c2nn(CCC#N)cc2C(=O)Nc2ccccc2)cc1OC	-2.1	-1.1	-0.3	-9.3	0.4	-2.6	1.0	-1.0	-0.6	-2.7	-3.2
Fc1ccccc1CNCCc1ccc2c(c1)OCO2	-0.9	0.8	0.1	0.5	-3.5	-1.5	0.9	-1.0	-0.5	1.9	-1.1
CC1([N+](=O)[O-])COP(=O)(Nc2cccc(Br)c2)OC1 (stereo not drawn)	0.2	3.8	-0.2	1.4	-2.1	2.5	0.8	-1.3	0.9	3.0	-2.0
COc1ccc(C(O)CNC(C)C)c(F)c1OC (stereo not drawn)	-0.5	-1.9	0.1	1.6	11.6	0.5	-0.8	-0.5	-1.6	-0.6	0.6
O=C1C(Cc2cnc[nH]2)NC(=S)N1c1ccccc1 (stereo not drawn)	-1.2	3.6	0.4	-2.5	-2.8	2.5	-0.3	-1.3	0.9	1.2	2.5
CC(=O)Nc1ccccc1C(=O)OCC(=O)c1ccccc1Cl	-1.6	4.6	1.1	1.9	0.3	-1.6	1.2	-1.1	0.8	0.3	2.4
CCOC(=O)C1CCN(/C=C2/C(=O)NC(=S)N(c3ccccc3F)C2=O)CC1	-1.1	1.2	-0.1	-1.3	-0.2	-2.5	1.1	-0.8	0.6	5.4	2.6

As a working copy, part of the list above:
SMILES	hcDAF-12 act	hgDAF12 agonist	DAX1 inh-1	PLC-beta3 inh	MBD2 inh	ADAM17 inh	DAX1 inh-2	ssDAF12 agonist	PLC-gamma1 inh	SMARCA2 activ	Rev-erbA mod
O=C1Nc2ccccc2C1Cc1nc2ccccc2c(=O)n1-c1ccccc1 (stereo not drawn)	1.7	-2.3	-0.6	-11.7	-1.9	-3.0	0.1	-0.9	-4.6	-0.9	-3.2
CC1(C)NC(=O)[C@H]2CCCN21	-0.9	-1.0	0.2	1.0	-3.4	-0.5	-0.8	-0.8	1.9	1.2	-0.7
CC(=O)N1CC(=O)Nc2ccc(Br)cc2C1c1ccc(F)cc1 (stereo not drawn)	-2.8	-3.7	-0.3	0.6	-0.2	-3.2	0.3	-0.9	5.8	-0.3	-2.9
Cc1ccc(-n2c(O)c(C=NCCN3CCNCC3)c(=O)[nH]c2=S)cc1	-1.1	0.9	0.1	-5.9	8.7	-4.6	0.2	-1.1	4.7	-1.2	6.2
O=[N+]([O-])c1ccc(NC2CCN(Cc3ccccc3)CC2)c2ccncc12	0.1	2.9	-0.8	-14.2	-13.5	-4.2	-0.4	-0.9	-6.9	-1.9	6.5

Compound activity: PubChem BioAssay, several laboratories
